# Screening results (PubChem)
# miR122 inh: miR-122 inhibition in Huh7 cells; Huh7 miR-122 Renilla luciferase sensor, 48 h; neutral wells = 0, positive control = 100; activation (reporter increase), % at 12.5 µM; 0.3% of 340,000 active;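 active means mean replicate activation score at least 90 and every replicate individually at or above 90; inconclusive means only one of the two criteria met; inactive means neither criterion met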;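 further: higher luciferase means less miR-122 activity so hits act as miR-122 inhibitors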
# PAX8 inh HTS: inhibitors of PAX8 transcriptional activity in RMG-I cells | RMG-I TPO-luciferase reporter, SteadyGlo, 24 h | inhibition, % at 12.6 µM | 1.2% of 360,000 active | AID 652154;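 active means mean replicate inhibition at least 60% with every replicate also reaching 60%; inconclusive means only one of the two criteria is met; inactive means mean below 60% and not all replicates reaching 60%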;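 further: luciferase light reporting Pax8 driven TPO promoter activity; plate controls were median of neutral control wells for no effect and mitoxantrone controls for full effect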
# GSIS activator: primary screen for activators of insulin secretion dependent on glucose, INS-1E cells, GLuc reporter luminescence | 0.61% of 370,000 active | INS-1E GLuc reporter insulin secretion, 2-3 h | activation, % at 16.6 µM;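 active means lowest replicate activation of at least 40%, so every replicate reaches that level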;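 further: 0% = median of neutral control wells and 100% = median of IBMX positive control wells; some compounds called inactive have numbers as strong as hits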
# DENV2 CPE rescue: DENV2-induced cell death inhibition. 1.7% of 350,000 active. CPE inhibition, % at 9.99 µM. DENV2-infected cells, cytopathic effect rescue, plate reader. AID 651640; in the data active means CPE inhibition above about 20%, passing the limit was not always enough; inconclusive means no clear call, values can overlap the other calls; tested in BHK-21 cells;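 further: 0% = median of neutral control wells and 100% = median of positive control wells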
# F508del corr: CFTR F508del correction in bronchial cells; activity (quench increase), % at 7.58 µM; CFBE cells, YFP halide quenching; stimulated with forskolin plus potentiator P3; % fluorescence drop versus neutral controls; 0.36% of 350,000 active; AID 720511;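 active means mean added fluorescence quench of at least 8% versus neutral control, with both replicates also reaching 8%; inconclusive means only one of the mean or replicate conditions met; inactive means mean below 8% and not both replicates reaching 8%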;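 further: cells transiently co-express mutant CFTR-F508del with the halide-sensitive YFP; corrector assay measuring rescue of mutant channel to the surface after 24 h compound exposure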
# EWS-Fli block: blocks EWS/Fli oncoprotein-driven transcription | A673 NR0B1-luciferase reporter, viability-normalised | inhibition, % at 12.6 µM | 0.67% of 350,000 active | AID 651661;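 active means mean inhibition of at least 50% after viability correction, with every replicate also passing that limit; inconclusive means mean reaches 50% but only one of two replicates passes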;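 further: firefly luciferase signal divided by Alamar Blue viability fluorescence both relative to DMSO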
# FN deposit inh: fibronectin deposition inhibition; inhibition, % at 12.6 µM; 0.086% of 350,000 active; AID 743247; AH1F fibroblasts, Alexa488-fibronectin deposition fluorescence, overnight;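 active means mean inhibition across replicates of 30% or more, regardless of how many single replicates reach that level; inconclusive means mean under 30% yet at least half of replicates reach 30%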;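 further: positive control wells lacked labelled fibronectin entirely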
#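 Assay system: AH1F fibroblasts / Quantity: 10000 cells per well / Medium: DMEM plus 2% serum, read in PBS / Reagent: labelled fibronectin 24 nM / Dosing: single dose, pinned / Times: 1 h cell attachment, overnight exposure to compound and label / Signal: fluorescence, ex 485 nm, em 525 nm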
# Active calls of the source: *; ? = inconclusive; / = not tested or not shown; & = joins results of further samples; [ ] = dose if it differs, or a comment.
No.	mol	miR122 inh	PAX8 inh HTS	GSIS activator	DENV2 CPE rescue	F508del corr	EWS-Fli block	FN deposit inh
1	O=[N+]([O-])c1cc(S(=O)(=O)NCCN2CCOCC2)ccc1Cl	0	9	20	-2	1.8	19	15
2	CCCN1C[C@H](C)[C@H](OC)CN(C)C(=O)c2cc(NC(=O)Nc3c(C)noc3C)ccc2OC[C@@H]1C	/	-6	2	-1	1.8	-4	3
3	C[C@H](CO)N1C[C@H](C)[C@H](CN(C)S(=O)(=O)c2ccccc2F)Oc2ncc(C#Cc3ccccc3)cc2C1=O	-6[16.7 µM]	-9	-14	-1	0.3	-10	6
4	O=C(NCc1ccc(Cl)cc1)c1nccnc1CO	/	-13	28	12	5.4	19	-11
5	COc1ccc(S(=O)(=O)N2CCCCCC2)cc1C(=O)OC(C)C(N)=O (stereo not drawn)	-21	-14	-14	?	-2.4	6	4
6	CC(C)(C)n1nnnc1C(c1cccnc1)N1CCN(c2ccccn2)CC1 (stereo not drawn)	/	19	9	/	1.2	0	1
7	COc1ccc(NC(=O)CN(C)S(=O)(=O)c2ccc(C)cc2)c([N+](=O)[O-])c1	/	-6	0	?	/	-11	3
8	Cc1ccc(-c2c(C(=O)N/N=C/c3cccc(Cl)c3)nnn2-c2nonc2N)cc1	2	-16	-4	3	1.1	/	-12
9	C[C@H]1CN([C@@H](C)CO)C(=O)c2cc(NS(=O)(=O)c3ccccc3)ccc2O[C@@H]1CN(C)S(=O)(=O)c1ccc(F)cc1	-1[16.7 µM]	-15	-10	/	-4.2	-8	/
10	Cc1ccccc1-c1cnc(C(O)c2ccc(Cl)cc2)[nH]1 (stereo not drawn)	30	-38	-10	4	1.1	-20	9
11	Cc1ccc(C)c(S(=O)(=O)N2CCCC2CNC(=O)C(=O)NCc2ccccn2)c1 (stereo not drawn)	/	25	15	/	-2.0	-7	4
12	COc1ccccc1CNC(=O)[C@@H](NC(=O)C1CCN(C(=O)[C@@H]2CCCN2C(=O)OC(C)(C)C)CC1)C(C)C	-20	/	1	61*	-2.1	-2	/
13	Cc1cccc2cc3c(N)c(C(=O)N4CCc5ccccc54)sc3nc12	9	17	11	5	-0.3	30	-2
14	Nc1ncnc2c1ncn2[C@@H]1O[C@H](CNCc2ccc(OCC(=O)Nc3nccs3)cc2)[C@@H](O)[C@H]1O	-4	2	3	/	2.0	-9	-1
15	O=C(COc1ccccc1Cl)Nc1cccc(S(=O)(=O)N2CCCC2)c1	3	2	2	5	2.7	15	-8
16	COc1ccc(-n2c(=S)[nH]c3cc(C(=O)Nc4ccc(F)cc4)ccc3c2=O)c(OC)c1	-24	14	-1	4	-0.7	28	4
17	CCc1nc2nc(C)c(NS(=O)(=O)c3ccc(Cl)cc3)c(=O)n2[nH]1	-3	-1	10	3	2.5	1	5
18	Cc1cc(C(F)(F)F)nc(-n2cc(-c3cccc(N)c3)nn2)n1	/	-23	/	4	-2.5	-8	5
19	CC/C(=N/O)C(=O)c1ccc(Br)cc1	/	-2	8	-2	/	-15	-5
20	Cc1ccc(C(=O)NCCNC(=O)c2ccco2)cn1	-6	12	17	-3	-0.5	3	3

# Nine entries already listed, ordered by formula weight, falling.
No.	mol	miR122 inh	PAX8 inh HTS	GSIS activator	DENV2 CPE rescue	F508del corr	EWS-Fli block	FN deposit inh
3	C[C@H](CO)N1C[C@H](C)[C@H](CN(C)S(=O)(=O)c2ccccc2F)Oc2ncc(C#Cc3ccccc3)cc2C1=O	-6[16.7 µM]	-9	-14	-1	0.3	-10	6
2	CCCN1C[C@H](C)[C@H](OC)CN(C)C(=O)c2cc(NC(=O)Nc3c(C)noc3C)ccc2OC[C@@H]1C	/	-6	2	-1	1.8	-4	3
16	COc1ccc(-n2c(=S)[nH]c3cc(C(=O)Nc4ccc(F)cc4)ccc3c2=O)c(OC)c1	-24	14	-1	4	-0.7	28	4
15	O=C(COc1ccccc1Cl)Nc1cccc(S(=O)(=O)N2CCCC2)c1	3	2	2	5	2.7	15	-8
5	COc1ccc(S(=O)(=O)N2CCCCCC2)cc1C(=O)OC(C)C(N)=O (stereo not drawn)	-21	-14	-14	?	-2.4	6	4
6	CC(C)(C)n1nnnc1C(c1cccnc1)N1CCN(c2ccccn2)CC1 (stereo not drawn)	/	19	9	/	1.2	0	1
1	O=[N+]([O-])c1cc(S(=O)(=O)NCCN2CCOCC2)ccc1Cl	0	9	20	-2	1.8	19	15
10	Cc1ccccc1-c1cnc(C(O)c2ccc(Cl)cc2)[nH]1 (stereo not drawn)	30	-38	-10	4	1.1	-20	9
20	Cc1ccc(C(=O)NCCNC(=O)c2ccco2)cn1	-6	12	17	-3	-0.5	3	3

# Other structures.
No.	mol	miR122 inh	PAX8 inh HTS	GSIS activator	DENV2 CPE rescue	F508del corr	EWS-Fli block	FN deposit inh
21	O=C(C[C@H]1CC[C@@H]2[C@H](COC[C@H](O)CN2Cc2ccncc2)O1)NCC1CC1	-6[16.7 µM]	0	0	12	0.2	7	4
22	Cc1cc(NC(=O)CSc2nnc(-c3ccncc3)n2-c2ccc(F)cc2)no1	/	-6	21	8	0.9	-2	/
23	CCOC(=O)C1=C(COC(=O)/C=C/c2cccc([N+](=O)[O-])c2)NC(=O)NC1C (stereo not drawn)	-4	-12	9	4	-0.6	8	-1
24	Cc1ccc(NC(=O)C(C)OC(=O)CCNS(=O)(=O)c2ccc(C)cc2)cc1 (stereo not drawn)	-5	70*	-19	-3	-3.3	0	5
25	Cc1cc(C)cc(CC(=O)N2CCC2(C)C(=O)NS(=O)(=O)Cc2ccccc2)c1 (stereo not drawn)	0	-13	1	3	-0.8	1	-2
26	COc1ccc(C(=O)N(C)Cc2ccccc2F)cc1S(=O)(=O)N1CCCC1	/	1	13	-19	3.1	0	0
27	COC(=O)CN1C(=O)[C@H]2[C@@H](C3CC3)N3C(=O)CN(Cc4ccc(-c5ccccc5)cc4)C(=O)[C@@]3(Cc3ccccc3)[C@H]2C1=O	-3	3	/	3	-2.9	-10	-7
28	NC(=O)C1CCN(c2nc3c(S(=O)(=O)c4ccccc4)nnn3c3ccccc23)CC1	1	10	2	-4	1.6	-17	3
29	O=C(O)Cc1sc(Nc2ccc(Cl)cc2)nc1-c1cccs1	/	-4	-2	-2	-1.4	-25	/
30	COc1ccccc1CN(C)CC(=O)Nc1cccc(S(=O)(=O)N2CCCC2)c1	-2	16	1	0	0.7	10	0
31	COc1ccc(S(=O)(=O)N(C)C)cc1NC(=O)CSc1ncccn1	-4	16	3	-2	-2.2	17	11
32	COc1cccc(C(=O)N2CCC[C@@H]2C(=O)N2CCC[C@@H]2C(=O)NCc2ccccc2)c1	/	1	7	14	2.6	-5	0
33	COCC(=O)N(C)C[C@@H]1Oc2cc(C3=CCCC3)ccc2S(=O)(=O)N([C@H](C)CO)C[C@@H]1C	/	-18	18	10	0.8	-7	/
34	CCOC(=O)C1(C)CCCN(C(=O)c2ccc3c(c2)OCO3)C1 (stereo not drawn)	-4	16	1	-6	1.0	-1	-8
35	C/C=C/c1ccccc1OCc1ccc(C(=O)O)o1	-5	-13	/	/	/	/	2
36	COCCSc1nnc(NS(=O)(=O)c2ccccc2)s1	-12	14	5	-13	-3.7	2	-1
37	CC(Oc1ccc(Br)cc1)C(=O)O/N=C(\N)c1ccncc1 (stereo not drawn)	/	9	-17	1	-2.1	13	3
38	COc1ccccc1-c1cnc2c(c1)C(=O)N([C@H](C)CO)C[C@@H](C)[C@H](CN(C)Cc1ccccc1)O2	7[16.7 µM]	0	0	13	-0.6	2	17
39	CN(C)C(=O)c1cccc(-c2ccc(C3[C@H]4CNC[C@@H]3N4C(=O)NC3CCCC3)cc2)c1 (stereo partly drawn)	/	/	8&4	10&5	-1.3&0.2	/	-6&-3
40	COc1ccc(NC(=O)COc2ccc(C)c(C)c2)cc1S(=O)(=O)N1CCCCC1	/	-9	-17	-12	1.1	1	-6
41	COc1ccccc1-c1cnc2c(c1)C(=O)N([C@@H](C)CO)C[C@H](C)[C@H](CN(C)Cc1ccncc1)O2	-4[16.7 µM]	/	2	-1	1.0	-13	-22
42	CCCNC(=O)N[C@H]1CC[C@@H](CCn2cc(-c3cccc(F)c3)nn2)O[C@@H]1CO	/	-7&-9	10&17	-2&-11	-1.2&-3.5	-1&-6	-396&4
43	CC1(Cc2ccc(Cl)cc2)C(=O)Nc2ccc(S(=O)(=O)NC3CCCCC3)cc21 (stereo not drawn)	68	6	-48	-2	4.6	-1	-2
44	CC1=C(C)CC(C(=O)NNC(=O)c2cccc(Cl)c2)C(C(=O)O)C1 (stereo not drawn)	-2	2	-11	-6	/	-1	3
45	O=C(COC(=O)c1cccc(F)c1)NC1CC1	/	-4	14	/	-0.4	7	0
46	O=S1(=O)CCO[C@H]2Cc3ccccc3[C@H]2N1Cc1cccc(F)c1	-1	-7	-39	-17	-0.3	-14	-7
47	CCO/C(C)=N/Oc1cccc(N(C)C)c1	6	10	5	0	-0.1	-81	2
48	CN1CCN(C(=O)C[C@H]2CC[C@H](NC(=O)c3ccc4c(c3)OCO4)[C@@H](CO)O2)CC1	14[16.7 µM]	8	8	-5	-0.8	0	7
49	O=C1Nc2ccccc2-n2nnnc2C1N1CCN(c2ccccn2)CC1 (stereo not drawn)	/	1	101*	-15	-0.3	-3	9
50	C[C@H](CO)N1C[C@H](C)[C@@H](CN(C)CC2CCOCC2)Oc2cc(C#Cc3ccccc3F)ccc2S1(=O)=O	35	11&30	-21&-16	2&2&-1	0.8&1.6&-1.6	21&27&18	5
51	CC1CCCCC12NC(=O)N(CC(=O)N(C)Cc1nc3ccccc3c(=O)[nH]1)C2=O (stereo not drawn)	6	3	-11	6	-3.4	4	2
52	c1ccc(OCc2nc3c4c(ncn3n2)-c2ccccc2CC42CCCC2)cc1	-3	8	4	12	-0.2	11	11
53	Cc1ccc(S(=O)(=O)c2nc(S(=O)(=O)c3ccccc3)sc2N2CCN(C)CC2)cc1	/	88*	4	-1	-3.1	10	-4
54	Cc1ccc(C(=O)OC(C)C(=O)NC2CCCCC2C)s1 (stereo not drawn)	-1	10	-5	-5	-0.9	0	0
55	COc1ccc(C2CC(C)(c3ccc(OC)cc3OC)Nc3ccccc3N2)c(OC)c1 (stereo not drawn)	/	-1	-10	14	2.7	6	/
56	C[C@H](CO)N1C[C@H](C)[C@@H](CN(C)Cc2ccc3c(c2)OCO3)Oc2ccc(NS(=O)(=O)c3ccccc3)cc2C1=O	3[16.7 µM]	3	2	/	2.9	6	2
57	CCc1ccc(Oc2ncnc(N)c2[N+](=O)[O-])cc1	/	-17	3	8	-2.8	12	-5
58	CCc1nc(SCC(=O)Nc2cccc3ccccc23)[nH]c(=O)c1C	-4	27	9	-6	2.3	9	-6
59	O=C(C[C@@H]1C=C[C@@H](NC(=O)c2cccc(F)c2)[C@H](CO)O1)NCc1ccc(Oc2ccccc2)cc1	/	16	16	-7	-0.2	7	/
60	CN1C(=O)CC(C(=O)Nc2ccccc2F)SC1=Nc1ccc2c(c1)OCO2 (stereo not drawn)	/	-18	-4	-4	2.3	9	/
61	COc1ccc(NC(=O)C2CCC(CNS(=O)(=O)c3cccs3)CC2)cc1OC (stereo not drawn)	/	24	15	31*	0.5	-4	-4
